ABCG2 block – human ABCG2 inhibition, ABCB1 as counter-screen | 0.1% of 190,000 active | AID 1325 | Q9UNQ0 | IgMXP3 cells, JC-1 efflux, flow cytometry | inhibition, % at 6.6 µM;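 active means inhibition above 80%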;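 further: 0% = DMSO and 100% = nicardipine control wells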
Target sequence (Q9UNQ0 whole entry, looked up): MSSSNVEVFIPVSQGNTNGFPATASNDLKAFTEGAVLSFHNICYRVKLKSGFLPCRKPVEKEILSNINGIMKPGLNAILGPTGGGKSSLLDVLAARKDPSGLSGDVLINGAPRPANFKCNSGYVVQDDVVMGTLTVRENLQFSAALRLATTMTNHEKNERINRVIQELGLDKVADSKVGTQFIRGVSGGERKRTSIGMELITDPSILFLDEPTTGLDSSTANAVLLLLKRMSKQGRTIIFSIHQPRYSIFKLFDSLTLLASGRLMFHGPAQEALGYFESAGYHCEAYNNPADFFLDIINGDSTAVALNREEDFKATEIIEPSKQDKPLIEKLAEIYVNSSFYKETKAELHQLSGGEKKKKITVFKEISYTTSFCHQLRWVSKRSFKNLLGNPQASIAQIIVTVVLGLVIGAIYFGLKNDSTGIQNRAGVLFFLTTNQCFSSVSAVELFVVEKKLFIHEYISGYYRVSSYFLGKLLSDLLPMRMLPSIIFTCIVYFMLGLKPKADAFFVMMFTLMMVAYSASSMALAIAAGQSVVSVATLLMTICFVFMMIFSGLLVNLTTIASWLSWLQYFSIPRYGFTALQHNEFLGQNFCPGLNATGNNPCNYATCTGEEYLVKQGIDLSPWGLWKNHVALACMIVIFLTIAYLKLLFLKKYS
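Measure – % inhibition of efflux relative to nicardipine and DMSO · Test system – ABCG2 IgMXP3 and barcoded ABCB1 CCRF-Adr cell mix · Control set – nicardipine as high control, DMSO as low control · Compound – one concentration, 6.6 µM final · Signal – flow cytometry of retained JC-1 fluorescence · Timing – 10 min exposure at 25 °C with rotation, no wash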
Avidin bead fluor – avidin bead compound fluorescence profile. Avidin beads, compound fluorescence 488/530 nm, flow cytometry; stronger effect = higher value. fluorescence (KMESF) at 10 µM. 0.38% of 220,000 active; in the data active means fluorescence above about 47; further: inactives centre near 10
Mcl1-Noxa inh – disrupts binding of human Mcl-1 to Noxa peptide. Q07820. TR-FRET Mcl-1/Noxa peptide binding, 2 h. inhibition, % at 21.7 µM. 1.5% of 220,000 active. AID 1022;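 active means compounds that cut the protein-peptide binding signal by more than 50% relative to plate controls in a single-dose test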;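 further: His-tagged Mcl-1 with rhodamine Noxa BH3 peptide and terbium anti-His antibody; 0% = Mcl-1 plus Noxa peptide wells and 100% = peptide-only wells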
Target sequence (Q07820 whole entry, looked up): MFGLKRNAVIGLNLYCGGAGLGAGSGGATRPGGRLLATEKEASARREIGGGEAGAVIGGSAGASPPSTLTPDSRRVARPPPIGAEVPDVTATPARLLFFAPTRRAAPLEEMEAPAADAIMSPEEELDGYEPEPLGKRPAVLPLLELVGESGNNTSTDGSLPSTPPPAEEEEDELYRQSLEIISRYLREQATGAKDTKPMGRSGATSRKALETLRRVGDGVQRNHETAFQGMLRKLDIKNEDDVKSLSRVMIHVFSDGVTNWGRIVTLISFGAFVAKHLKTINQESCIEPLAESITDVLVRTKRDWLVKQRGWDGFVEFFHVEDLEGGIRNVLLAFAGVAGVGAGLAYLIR
RGS4-Gao reg – human RGS4-Galphao interaction regulation | AID 1415 | 0.33% of 220,000 active | binding response (% of control), % at 10 µM | P09471 | Multiplexed bead flow cytometry, RGS4-Galphao binding; actives lie on both sides; in the data active means binding response below about 49% or above about 150%; inactive means in between;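 further: fluorescent Galphao activated with aluminum fluoride binding bead-coupled RGS4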
Mcl1-Bid inh – disrupts binding of human Mcl-1 to Bid peptide; TR-FRET Mcl-1/Bid-Dy647 peptide binding, 1536-well; inhibition, % at 21.7 µM; 0.97% of 220,000 active; Q07820;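 active means compounds that cut the binding signal by more than half at the single screening dose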;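 further: His-tagged Mcl-1 with europium anti-His antibody binding Bid BH3 peptide; 0% = Mcl-1 plus peptide wells and 100% = peptide-only wells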
GSH bead fluor – compound fluoresces at 488/530 nm on GSH beads; GSH beads flow cytometry, compound fluorescence 488/530 nm; stronger effect = higher value; fluorescence (KMESF) at 10 µM; 0.25% of 190,000 active; in the data active means fluorescence above about 89;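 further: glutathione beads carrying GST-tagged Bcl family fusion proteins plus one bare bead set; values are compound well signal with DMSO vehicle wells as background; inactives centre near 16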
RGS7-Gao reg – regulators of human RGS7-Galphao interaction | Multiplexed bead flow cytometry, RGS7-Galphao binding; actives lie on both sides | binding response (% of control), % at 10 µM | 0.35% of 220,000 active | AID 1439; in the data active means binding response below about 49% or above about 150%; inconclusive means no clear call, values can overlap the other calls; inactive means in between;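 further: fluorescent Galphao held in activated GDP-AlF4 state binding bead-coupled RGS7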
Pf gamet viab – inhibitors of late stage P. falciparum gametocyte viability; P. falciparum stage V gametocytes, ATP luminescence, 24 h; inhibition, % at 10.9 µM; 0.065% of 150,000 active; AID 743093;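 active means inhibition above the mean plus 3 SD of compounds within the control limits, set per campaign, cut at about 38% in these data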;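 further: 0% = DMSO wells and 100% = medium only without gametocytes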
RGS8-Gao reg – regulators of human RGS8-Galphao interaction. P09471. response (percent of control binding), % at 10 µM. AID 1423. 0.34% of 220,000 active. multiplexed bead flow cytometry, RGS8-Galphao binding; actives lie on both sides; in the data active means response below about 60% or above about 140%; inactive means in between;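 further: Galphao activated as the GDP aluminium fluoride complex binding bead-coupled RGS8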
Bim-Mcl-1 – human Bim-Mcl-1 interaction inhibition; AID 1009; 0.1% of 190,000 active; Q07820; Bead-based flow cytometry, Bim peptide-Mcl-1 binding; inhibition, % at 10 µM; in the data active means inhibition above about 40%;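 further: 0% = no compound tracer wells and 100% = peptide blocker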
ABCB1 block – human ABCB1 inhibition, ABCG2 as counter-screen; P08183; CCRF-Adr cells, JC-1 efflux, flow cytometry; inhibition, % at 6.6 µM; 0.067% of 190,000 active; in the data active means inhibition above about 40%;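 further: 0% = vehicle and 100% = reference inhibitor; higher value means more JC-1 retained so stronger ABCB1 efflux block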
An asterisk follows results filed as active; ? = inconclusive; · = no result given.

SMILES | ABCG2 block | Avidin bead fluor | Mcl1-Noxa inh | RGS4-Gao reg | Mcl1-Bid inh | GSH bead fluor | RGS7-Gao reg | Pf gamet viab | RGS8-Gao reg | Bim-Mcl-1 | ABCB1 block
Cc1noc(C)c1COC(=O)COc1ccc(C#N)cc1 | 13.9 | 10 | -0.4 | 102.0 | -9.2 | 17 | ? | -0.2 | 101.1 | -1.0 | -0.2
O=S(=O)(c1cccc2ccccc12)N1CCSC1 | 7.8 | 22 | -6.5 | 96.3 | -6.8 | 12 | 95.7 | · | 98.3 | -5.0 | 0.7
O=C(Nc1nccs1)c1cnccn1 | 8.2 | 24 | 0.2 | 101.8 | -34.2 | 28 | 98.7 | · | 101.1 | 0.0 | -0.1
CCCc1[nH]nc2c1C(c1cc(OC)ccc1F)C(C#N)=C(N)O2 (centres undefined) | 5.9 | 21 | 17.2 | 103.3 | -2.6 | 24 | 105.8 | · | 101.7 | 1.0 | 1.2
CCC(=O)NCc1cc(-c2nn(C)c(=O)c3ccccc23)ccc1C | 12.5 | 40 | 5.3 | 97.3 | 4.8 | 26 | 97.1 | -13.9 | 99.3 | -2.0 | 0.9
O=C(NCc1cccs1)c1ccc2ccccc2n1 | 2.6 | 23 | 3.5 | 102.3 | -8.4 | 15 | 101.3 | -25.9 | 101.4 | -1.0 | 0.5
O=C(O)c1ccccc1C(=O)NCCc1ccc(Cl)cc1 | 0.6 | 12 | 0.1 | 102.6 | -3.7 | 20 | 100.7 | 0.6 | 100.0 | 2.0 | 0.4
COC(=O)c1cnn(-c2cc(Oc3ccccc3)ncn2)c1N | 29.3 | 33 | 9.0 | 100.9 | -14.8 | 25 | 97.7 | · | 101.5 | -4.0 | 0.8
Cc1cc(C)n2cc(CSCc3ccccc3)nc2n1 | 2.6 | 12 | 7.5 | 104.2 | -4.8 | 13 | 104.4 | · | 106.0 | -7.0 | 0.6
CC(C)c1ccc(/C=N/NC(=O)C(=O)NCCCN2CCOCC2)cc1 | -1.5 | 5 | 6.9 | 106.4 | 0.2 | 9 | 102.0 | · | 102.4 | -2.0 | 0.4
O=C(Nc1nc2c(s1)CCCC2)c1ccc2ncsc2c1 | 1.2 | 13 | 17.2 | 103.2 | 10.1 | 11 | 99.4 | · | 95.6 | 9.0 | 0.1
Fc1ccc(NCc2cccnc2)cc1 | 2.4 | 12 | 10.7 | 105.9 | -96.4 | 7 | 99.5 | · | 97.7 | 3.0 | 0.7
Cc1ccc(S(=O)(=O)NCC(=O)NC2CCCC2)cc1 | 2.0 | 25 | 10.4 | 104.8 | -24.1 | 10 | 104.0 | 9.7 | 104.2 | 0.0 | 0.5
O=C(Cc1csc(Nc2nc(=S)[nH]c3ccccc23)n1)N1CCN(c2cccc(Cl)c2)CC1 | -4.4 | 7 | -18.3 | 102.3 | -64.4 | 11 | 99.3 | -12.4 | 100.4 | 1.0 | -2.7
O=C(NC1CC1)C1CCN(S(=O)(=O)c2cc(Cl)ccc2Cl)CC1 | 0.7 | 25 | 1.9 | 102.0 | -17.9 | 62 | 101.0 | 4.3 | 98.5 | 0.0 | -0.1
Cc1scc(C(=O)Nc2ccon2)c1-c1ccccc1 | 0.1 | 33 | 3.8 | 100.5 | 15.2 | 13 | 97.1 | 20.4 | 101.0 | 2.0 | 0.0
O=C1Nc2ccccc2/C1=C/c1cccnc1 | 3.4 | 11 | -18.5 | 99.6 | -22.0 | 15 | 96.8 | -61.6 | 98.8 | -3.0 | 0.5
Cc1cc(NC(=O)C(=O)c2c(C)[nH]c3ccccc23)no1 | 27.9 | 15 | 8.6 | 102.2 | -11.5 | 13 | 100.0 | -20.9 | 102.7 | 0.0 | 0.3
Cc1cccc(NC(=O)c2nc[nH]c2C(=O)N[C@@H](CCCCNC(=O)OC(C)(C)C)C(=O)OC(C)(C)C)c1 | · | 10 | -86.2 | 97.0 | -32.2 | · | ? | 10.9 | 100.4 | · | ·
CC(CN1CCCCC1)C(=O)NNC(=O)C12CC3CC(CC(C3)C1)C2 (centres undefined) | 1.6 | 24 | -3.4 | 103.2 | -15.5 | 21 | 104.8 | 1.7 | 102.0 | 0.0 | 0.5
COc1cc2c(cc1NC(=O)CCCCCN1C(=O)CCC1=O)oc1ccccc12 | 0.1 | 25 | 26.2 | 105.0 | -3.1 | 18 | 102.5 | -1.9 | 100.0 | -1.0 | -0.1
COc1ccc2[nH]c3c(=O)n(/N=C/c4ccc(OC)c(CN5CCCC5)c4)c(C)nc3c2c1 | · | 8 | 32.6 | 104.3 | 2.2 | · | ? | -21.6 | 101.0 | · | ·
C/C(CCc1oc2ccc(Cl)cc2c1-c1ccc(C)o1)=N\O | 0.3 | 7 | 9.1 | 94.6 | -15.4 | 23 | 96.4 | · | 102.8 | 0.0 | -0.1
O=S(=O)(NCCCN1CCOCC1)c1ccc2ccccc2c1 | 0.6 | 14 | 17.4 | 108.1 | -24.5 | 15 | 103.1 | · | 109.7 | -1.0 | 0.3
CCNC(=S)Nc1ccc(OCC)cc1 | 2.5 | 16 | 19.2 | 106.3 | -59.9 | 8 | 106.5 | 2.5 | 102.6 | 15.0 | -0.4
Cc1cc(C)n(C(=O)COc2ccccc2C)n1 | 0.0 | 5 | 10.8 | 96.1 | 4.5 | 29 | 99.1 | 11.1 | 97.5 | -1.0 | 0.0
O=C(NCc1ccccc1)c1cc(-c2ccncc2)nc2ccc(S(=O)(=O)N3CCOCC3)cc12 | -7.1 | 12 | 37.3 | 101.2 | 41.0 | 20 | 101.2 | 10.6 | 102.0 | -6.0 | -1.9
CCCNC(=O)CN(C1CCCCC1)S(C)(=O)=O | 0.8 | 5 | -9.1 | 90.7 | -28.0 | 37 | 91.5 | · | 111.4 | 0.0 | -0.2
Oc1ccccc1C=Nc1ccccc1-c1nc2ccccc2[nH]1 | 22.8 | 11 | 11.7 | 101.3 | -9.9 | 12 | 103.1 | · | 100.3 | -4.0 | 0.4
CCOc1ccc(NC(=O)Cn2nnc(-c3ccccc3NC(=O)CC)n2)cc1 | 3.7 | 9 | -3.0 | 105.8 | 5.1 | 38 | 106.1 | · | 104.3 | -2.0 | 0.6
COc1cccc(-n2nnc3c(=O)n(Cc4ccc(C)cc4)cnc32)c1 | 0.4 | 14 | 11.8 | 100.0 | -13.2 | 30 | 97.2 | 19.4 | 99.1 | -3.0 | 3.3
O=C(c1ccco1)N1c2ccccc2Sc2ccccc21 | 41.1 | 18 | -1.9 | 100.2 | -8.6 | 30 | 97.9 | -35.2 | 98.5 | 2.0 | 0.5
C=CCN1C(=O)/C(=C2/Sc3ccc(OC)cc3N2C)SC1=NCc1ccccc1 | 1.3 | 9 | -14.1 | 100.3 | -7.4 | 14 | 103.9 | 19.1 | 100.5 | -5.0 | 0.4
CCOCCCNS(=O)(=O)c1ccc(NC(=O)N2c3ccccc3Sc3ccccc32)cc1 | 3.1 | 9 | 17.3 | 90.9 | -35.2 | 4 | 97.8 | · | 99.0 | 0.0 | 0.6
CC(=O)Nc1ccc(S(=O)(=O)NCc2ccc(C(=O)NC(C)c3ccccc3)cc2)cc1 (centres undefined) | -3.2 | 28 | -0.1 | 96.6 | -5.7 | 24 | 100.7 | -3.0 | 94.4 | -3.0 | -0.8
CCOc1ccc(NC(=O)CC2C(=O)NCCN2C(=O)c2ccc(Cl)cc2)cc1 (centres undefined) | 0.7 | 19 | 12.9 | 104.5 | -3.0 | 14 | 102.7 | -14.5 | 102.9 | 1.0 | 0.0
O=C(Cc1ccc([N+](=O)[O-])cc1)Nc1ccc2c(c1)C(=O)NC2=O | 0.6 | 15 | 30.6 | 101.4 | 4.9 | 10 | 103.8 | 20.7 | 101.8 | 0.0 | 0.7
COc1ccc(C2=NN(C(=S)Nc3ccccc3)C(c3ccccc3)C2)cc1 (centres undefined) | 2.0 | 12 | -3.8 | 116.8 | -35.7 | 11 | 118.2 | · | 134.1 | 0.0 | -0.7
CC(C)OC(=O)CSc1nnc(-c2ccco2)n1N | -4.7 | 12 | -3.7 | 101.1 | -18.4 | 35 | 99.4 | 31.4 | 102.5 | -1.0 | -1.1
COc1ccc(C(=O)Nc2ccc(Cl)cc2C(=O)NCc2ccco2)cc1 | 11.7 | 6 | -10.6 | 102.8 | -1.4 | 15 | 100.9 | -6.8 | 103.1 | -3.0 | 1.2
O=C(Nc1ncnc2sc3c(c12)CCCCC3)c1ccco1 | 0.1 | 8 | 0.5 | 100.5 | -15.5 | 7 | 99.9 | · | 98.5 | 2.0 | -0.1
Cn1c(=O)c2c(nc(CN3CCN(C(=O)c4ccco4)CC3)n2Cc2cccc(Cl)c2)n(C)c1=O | 4.0 | 19 | 9.3 | 99.6 | -13.2 | 10 | 103.8 | -25.5 | 103.1 | 2.0 | 4.3
CCn1c(SCC(=O)N2CCCC2)nnc1-c1ccc(S(=O)(=O)N2CCCCCC2)cc1 | -0.2 | 7 | 10.5 | 92.0 | -14.7 | 25 | 95.5 | · | 91.2 | 0.0 | -0.2
COc1ccc(C(C)=O)cc1COc1cc(C)c(Cl)c(C)c1 | · | 5 | -14.3 | 100.0 | -5.0 | · | ? | 3.4 | 100.7 | · | ·
O=C(N/N=C/C(Br)=C/c1ccccc1)c1ccncc1 | · | 6 | -15.8 | 139.2 | 7.0 | · | ? | -21.9 | 121.6 | · | ·
Cc1cc(NC(=O)CSc2nnc(C3CC3)n2-c2ccccc2)no1 | 1.5 | 11 | 13.8 | 103.8 | -23.4 | 17 | 102.2 | 3.2 | 105.2 | 1.0 | 0.3
O=C(NCc1cccs1)c1cc(-c2ccccc2)nc2ccccc12 | 22.7 | 10 | 8.0 | 102.1 | -8.1 | 11 | 96.1 | 10.5 | 100.3 | 6.0 | 1.3
Cc1ccc(S(=O)(=O)N2CCOCC2)cc1NC(=O)COC(=O)c1ccccc1OCc1c(C)noc1C | -0.1 | 5 | 24.2 | 104.3 | -33.0 | 17 | 99.1 | 9.1 | 102.8 | 0.0 | 0.0
CC(=O)/C(=N\Nc1ccccc1)Sc1cccc2cccnc12 | 7.0 | 3 | 68.7* | 97.6 | -9.9 | 9 | 98.0 | · | 100.2 | -4.0 | 1.4

Among those listed so far, 2 have a cyano group:
SMILES | ABCG2 block | Avidin bead fluor | Mcl1-Noxa inh | RGS4-Gao reg | Mcl1-Bid inh | GSH bead fluor | RGS7-Gao reg | Pf gamet viab | RGS8-Gao reg | Bim-Mcl-1 | ABCB1 block
Cc1noc(C)c1COC(=O)COc1ccc(C#N)cc1 | 13.9 | 10 | -0.4 | 102.0 | -9.2 | 17 | ? | -0.2 | 101.1 | -1.0 | -0.2
CCCc1[nH]nc2c1C(c1cc(OC)ccc1F)C(C#N)=C(N)O2 (centres undefined) | 5.9 | 21 | 17.2 | 103.3 | -2.6 | 24 | 105.8 | · | 101.7 | 1.0 | 1.2
